# TRPC6 inh = mouse TRPC6 channel inhibitors, primary screen, cell-based, HEK293, membrane potential dye; Short transient receptor potential channel 6 (Mus musculus), Q61143; ACh-evoked depolarization; hits give low values; B-score at 10 µM; 1.1% of 310,000 active; AID 2553, 2010;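 active = B-score under library mean minus 3 SD, initial fluorescence not abnormally high, positive integrated signal ratio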;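 note: B-score derived from integrated fluorescence ratio over the kinetic read; more negative B-score means stronger inhibition of depolarization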
# TRPC4 block = inhibitors of mouse TRPC4 channel, primary screen, Fluo4 calcium, HEK293 TRPC4beta/mu-opioid cells; Short transient receptor potential channel 4 (Mus musculus), Q9QUQ5; DAMGO-evoked Fluo4 calcium flux; hits give low values; B-score at 10 µM; 0.39% of 300,000 active; AID 2247, 2010;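 active = B-score over 3 SD under the library average, no early fluorescence shift, positive overall ratio signal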
# Target sequence (Q9QUQ5 whole entry, looked up): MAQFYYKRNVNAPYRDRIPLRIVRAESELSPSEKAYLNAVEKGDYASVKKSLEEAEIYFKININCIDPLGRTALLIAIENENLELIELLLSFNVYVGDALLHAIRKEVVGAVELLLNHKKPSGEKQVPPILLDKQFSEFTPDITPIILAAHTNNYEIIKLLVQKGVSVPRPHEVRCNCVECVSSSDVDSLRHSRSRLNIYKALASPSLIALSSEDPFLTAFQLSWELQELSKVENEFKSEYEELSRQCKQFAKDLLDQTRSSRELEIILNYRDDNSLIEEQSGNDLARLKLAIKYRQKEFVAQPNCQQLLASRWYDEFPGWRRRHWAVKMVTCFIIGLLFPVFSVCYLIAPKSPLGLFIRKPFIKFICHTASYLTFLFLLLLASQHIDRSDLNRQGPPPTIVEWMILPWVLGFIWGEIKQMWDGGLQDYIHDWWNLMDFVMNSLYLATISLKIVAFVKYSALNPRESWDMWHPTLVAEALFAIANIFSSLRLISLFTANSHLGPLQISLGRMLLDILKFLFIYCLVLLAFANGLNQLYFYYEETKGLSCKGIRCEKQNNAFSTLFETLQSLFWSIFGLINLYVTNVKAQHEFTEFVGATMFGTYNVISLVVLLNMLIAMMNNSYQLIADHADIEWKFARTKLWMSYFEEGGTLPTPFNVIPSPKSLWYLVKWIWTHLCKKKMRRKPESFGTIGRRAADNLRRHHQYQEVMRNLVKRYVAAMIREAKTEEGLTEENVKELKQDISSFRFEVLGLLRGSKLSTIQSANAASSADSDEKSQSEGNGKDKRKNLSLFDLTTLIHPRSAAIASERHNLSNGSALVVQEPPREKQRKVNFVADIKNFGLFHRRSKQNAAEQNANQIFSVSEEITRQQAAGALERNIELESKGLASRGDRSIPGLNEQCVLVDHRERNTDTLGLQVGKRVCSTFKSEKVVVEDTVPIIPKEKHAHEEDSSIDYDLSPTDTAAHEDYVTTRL
#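 Assay system: Stable TRPC4beta/mu-opioid receptor HEK293 cells | Reagent: DAMGO in two steps, submaximal then maximal | Compound dosing: Single concentration per test compound | Signal: Fluo4 Ca2+ flux fluorescence | Evaluation: Per-well B score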
# TRPC4 agonist = activators of mouse TRPC4 channel, primary screen, Fluo4 calcium, HEK293 TRPC4beta/mu-opioid cells; Fluo4 calcium fluorescence; hits give high values; B-score at 10 µM; 0.49% of 310,000 active;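 active = B-score above 5 SD of library B-scores, and initial fluorescence ratio not above library mean plus 5 SD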;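 note: positive B-score marks a calcium rise read as TRPC4 activation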
#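 System – HEK293 cells stably co-expressing mouse TRPC4beta and mu-opioid receptor · Signal – Fluo4 calcium-sensitive dye fluorescence, kinetic, 1 Hz baseline · Benchmarks – buffer (low) and maximal DAMGO (high) · Read-out – B score of integrated fluorescence ratio per well · Incubation – dye loading 45 min room temperature, 110 s kinetic read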
# TRPC4 potent = positive allosteric modulators of TRPC4, primary screen, cell-based, mouse TRPC4beta, HEK293 mu-opioid, Fluo-4 calcium | Short transient receptor potential channel 4 (Mus musculus), Q9QUQ5 | DAMGO EC20, Fluo-4 Ca2+ flux; hits give high values | B-score at 10 µM | 0.42% of 310,000 active;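 active = B-score of calcium response area above 5 SD of library B-scores, with initial fluorescence ratio within 5 SD of library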;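 note: B-score of integrated fluorescence ratio over time as area under calcium response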
# HIF act = HIF pathway transcriptional activators, primary screen, cell-based, U2OS HRE-luciferase, luminescence; U2OS HRE-luciferase reporter; normalized: DMSO 0%, desferrioxamine 100%; 0.32% of 300,000 active; AID 1910, 2009; activation, % at 7.5 µM (by protocol);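 active = mean activation of at least 10% of the iron chelator positive control signal, with at least half of replicates also reaching 10%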
# MrgX1 agonist = agonists of human MrgX1 receptor, primary screen, HEK293 cells, Fluo-4 calcium flux; Mas-related G-protein coupled receptor member X1 (Homo sapiens), Q96LB2; AID 588627, 2011; Fluo-4 calcium fluorescence, agonist mode; hits give high values; 0.44% of 310,000 active; B-score at 10 µM;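 active = calcium response B-score plate-corrected fluorescence ratio at least 3 library SD, with starting fluorescence B-score inside 5 SD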
#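 Test system: HEK293 cells stably expressing human MrgX1 receptor; Input: fifteen thousand cells per well; Dosing: compound delivered in addition one of three; Schedule: overnight seeding, then 1 h dark dye loading; Technique: Fluo-4 NW calcium fluorescence; Measure: B-scored fluorescence response ratio; Controls: positive and negative controls per plate.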
# TRPC6 act = mouse TRPC6 channel activators, primary screen, cell-based, HEK293, membrane potential dye | Short transient receptor potential channel 6 (Mus musculus), Q61143 | HEK293-TRPC6 membrane potential dye fluorescence; hits give high values | B-score at 10 µM | 0.13% of 310,000 active;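 active = B-score of the integrated fluorescence ratio above library mean plus 3 SD, and starting fluorescence ratio within library mean plus 5 SD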;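 note: higher score means more depolarization so channel activation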
# PolyA inhibitor = polyadenylation inhibitors in yeast reporter cells, primary screen, luminescence, S. cerevisiae; 0.02% of 300,000 active; calls only at 12 µM; S. cerevisiae SKY197-pL101 polyadenylation reporter, beta-gal luminescence; efflux-impaired pdr1/pdr3 knockout yeast; score 100 = 6 SD above DMSO;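 active = lowest replicate activity score at least 50, where 100 means six control SD above control mean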;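 note: yeast exposed to compound for 9 h at 30 °C; higher score means more reporter readthrough which indicates perturbed polyadenylation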
# AI-2 QS modul = Vibrio harveyi AI-2 quorum sensing modulators, primary screen, JMH597 strain, luminescence/OD600 ratio. Vibrio harveyi JMH597 AI-2 luminescence/OD600 ratio, 9 h; hits give low values; strain lacks LuxN and CqsS sensors; 0 = neutral-control median. activity change, % at 7.5 µM. 0.4% of 300,000 active. AID 2094, 2009; in the data active = activity change below about -75%, passing the limit was not always enough;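 note: luminescence divided by OD600 gain over 9 h not by final OD600 alone; inactives centre near 13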
# MrgX1 PAM = positive allosteric modulators of MrgX1, primary screen, HEK293 cells, Fluo-4 calcium flux; FDSS; hits give high values; B-score at 10 µM; 0.63% of 310,000 active; AID 588675, 2011;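 active = plate-corrected calcium response at least 3 library SD above typical, normal starting fluorescence, not activating the receptor alone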;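 note: compound read alongside a low EC10 to EC30 dose of BAM8-22 agonist; peak minus trough fluorescence over baseline measured at the second addition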
# MrgX1 antagonist = antagonists of human MrgX1 receptor, primary screen, HEK293 cells, Fluo-4 calcium flux; Mas-related G-protein coupled receptor member X1 (Homo sapiens), Q96LB2; BAM8-22 antagonism; hits give low values; B-score at 10 µM; 1.3% of 310,000 active; AID 588676, 2011;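 active = calcium-response B-score plate-corrected more than 3 library SD below zero, starting fluorescence within 5 deviations, no agonist response on first addition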;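 note: peak minus trough fluorescence over baseline after final BAM8-22 challenge near maximal dose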
# * = called active by the depositor; i = inactive; . = no result given. A portion of the library. The share of hits here may be higher or lower than overall.
# The first 2 records as a preview:
SMILES,TRPC6 inh,TRPC4 block,TRPC4 agonist,TRPC4 potent,HIF act,MrgX1 agonist,TRPC6 act,PolyA inhibitor,AI-2 QS modul,MrgX1 PAM,MrgX1 antagonist
Cn1c(=O)c(=O)n(C)c2cc(N3CCCCC3)c(NS(=O)(=O)c3ccc([N+](=O)[O-])cc3)cc21,i,i,i,i,0.3,i,i,i,16.3,i,i
O=C(O)[C@@H]1[C@@H]2C[C@@H]2CN1c1ncccc1[N+](=O)[O-],i,i,i,i,-0.5,i,i,i,13.5,i,i

# This part in full (from the top)
SMILES,TRPC6 inh,TRPC4 block,TRPC4 agonist,TRPC4 potent,HIF act,MrgX1 agonist,TRPC6 act,PolyA inhibitor,AI-2 QS modul,MrgX1 PAM,MrgX1 antagonist
Cn1c(=O)c(=O)n(C)c2cc(N3CCCCC3)c(NS(=O)(=O)c3ccc([N+](=O)[O-])cc3)cc21,i,i,i,i,0.3,i,i,i,16.3,i,i
O=C(O)[C@@H]1[C@@H]2C[C@@H]2CN1c1ncccc1[N+](=O)[O-],i,i,i,i,-0.5,i,i,i,13.5,i,i
CC(=O)Nc1ccc(NC(=O)C(C)Sc2n[nH]c(-c3ccc(C)cc3)n2)cc1 (stereo unspecified),i,i,i,i,-0.5,i,i,i,7.2,i,i
O=C(NCCCn1ccnc1)c1cn(Cc2ccc(F)cc2)nn1,i,i,i,i,0.0,i,i,i,13.0,i,i
O=C1CC(Sc2ccc(Cl)cc2)C(=O)N1Cc1ccncc1 (stereo unspecified),i,i,i,i,0.1,i,i,i,8.5,i,i
O=C(OCCNC(=O)c1ccc2ccccc2n1)c1cccnc1,i,i,i,i,0.3,i,i,i,20.4,i,i
CCN(CC)S(=O)(=O)c1cccc(C(=O)Nc2cccnc2)c1,i,i,i,i,0.1,i,i,i,17.6,i,i
Cc1[nH]c(=S)c(C#N)c(-c2ccco2)c1C(=O)N(C)C,i,i,i,i,-0.5,i,i,i,-14.3,i,i
COc1ccccc1-c1nnc(SCC(=O)NC2CCCCC2)o1,i,i,i,i,0.1,i,i,i,35.8,i,i
Cn1cnnc1SCC(=O)Nc1cccc(C(=O)O)c1,i,i,i,i,-0.1,i,i,i,3.2,i,i
CN1CCN(C(=S)c2ccc(Cl)cc2)CC1,i,i,i,i,0.2,i,i,i,11.2,i,i
CS(=O)(=O)c1ccc2nc(NC(=O)c3cccc([N+](=O)[O-])c3)sc2c1,i,i,i,i,5.0,i,i,i,43.7,i,i
NC(=O)NCCC1=CCCCC1,i,i,i,i,0.4,i,i,i,33.1,i,i
Cc1cc(NC(=O)Nc2ccc(C)c(C)c2)no1,i,i,i,i,1.6,i,i,i,1.0,i,i
CCOc1ccc(S(=O)(=O)N2CCCC(C(=O)NC3CCCC3)C2)cc1 (stereo unspecified),i,i,i,i,-0.8,i,i,i,27.3,i,i
Cc1sc2ncnc(OCC(=O)N3CCN(C(=O)c4ccco4)CC3)c2c1C,i,.,i,i,-1.0,i,i,.,18.7,i,i
Cc1ccc2nc(C)c(Cl)c(=O)n2c1,i,i,i,i,-0.3,i,i,i,1.0,i,i
Cc1cc(Nc2ccc(Cl)cc2)n(-c2ccccc2)n1,i,i,i,i,0.2,i,i,i,2.6,i,i
CC1(OC(=O)c2ccc(Cl)nc2)C(=O)C=C2C=C(C3CC3)OC=C2C1=O (stereo unspecified),i,i,i,i,-0.3,i,i,i,41.6,i,i
CC(c1nc2ccccc2n1Cc1ccccc1)N1CCCCC1 (stereo unspecified),i,i,i,i,-0.3,i,i,i,6.8,i,i
COc1cccc(C(=O)N(CN2CCCC2=O)c2cccc(Cl)c2)c1OC,i,i,i,i,0.1,i,i,i,11.7,i,i
Clc1ccc(OCCOCCNCc2ccccc2)cc1Cl,i,i,i,i,0.0,i,i,i,-13.2,i,i
Nc1nc(SCc2ccc(Cl)cc2Cl)n[nH]1,i,i,i,i,1.8,i,i,i,57.9,i,i
COc1ccccc1NC(=O)CCSc1nnc(-c2ccco2)o1,i,i,i,i,1.2,i,i,i,-3.7,i,i
Cc1nnc(C)c2c(C)n(-c3ccccc3N)c(C)c12,i,i,i,i,0.3,i,i,i,-1.4,i,i
CCc1ccc(-c2nc(CS(=O)CC(=O)NCCN3CCCCCC3)c(C)o2)cc1 (stereo unspecified),i,i,i,i,-0.4,i,i,i,-11.8,i,i
O=C(NCc1ccco1)C1CCCN(S(=O)(=O)c2cccc3nonc23)C1 (stereo unspecified),i,i,i,i,-0.5,i,i,i,26.7,i,i
COc1cc(/C=N/NC(=O)c2csc3c2CCCC3)ccc1OCCN1CCOCC1,i,i,i,i,1.7,i,i,i,8.0,i,i
CCC(=O)NCc1nc2ccccc2n1Cc1ccccc1F,i,i,i,i,-0.2,i,i,i,19.6,i,i
CN(C)/C=C/C(=O)c1nn(-c2ccc(F)cc2)ccc1=O,i,i,i,i,.,i,i,i,34.6,i,i
O=C(CSc1nc2ccc([N+](=O)[O-])cc2[nH]1)c1ccc(Cl)cc1,i,i,i,i,0.2,i,i,i,10.4,i,i
CC(=O)Nn1cnc2c(c1=O)C1(CCCCC1)Cc1ccccc1-2,i,i,i,i,-0.1,i,i,i,17.4,i,i
CCN(CC)C(=S)SCC(=O)Nc1ccc(S(N)(=O)=O)cc1,i,i,i,i,-0.8,i,i,i,26.2,i,i
CC(=O)c1c(COC(=O)c2ccc(F)cc2)nc2ccccc2[n+]1[O-],i,i,i,i,-0.1,i,i,i,30.9,i,i
O=C(N/C(=C/c1ccc(F)cc1)C(=O)N1CCCCC1)c1ccco1,i,i,i,i,0.2,i,i,i,5.0,i,i
O=C(NCc1cccnc1)C1CC(c2ccc(Cl)c(Cl)c2)=NO1 (stereo unspecified),i,i,i,i,-5.2,i,i,i,28.2,i,i
CC(=O)Oc1ccc(N2C(=O)C3C4C=CC(CO)(O4)C3C2=O)cc1 (stereo unspecified),i,i,i,i,-0.4,i,i,i,13.2,i,i
Oc1c(C=Nc2cccnc2)sc2ccccc12,i,i,i,i,1.0,i,i,i,28.7,i,-4.92*
C#CCNC(=O)C1=C[C@@H](c2cn(C(C)=O)c3ccccc23)C[C@@H](OCCCCO)O1,i,i,i,i,0.8,i,i,i,12.5,i,i
COC(=O)N/N=C/c1cccc(OCCSc2ccc(Cl)cc2)c1,i,i,i,i,1.3,i,i,i,27.0,i,i
Cc1cc(C)cc(N(CC(=O)N2CCCC2)S(C)(=O)=O)c1,i,i,i,i,0.9,i,i,i,0.4,i,i
O=C(CCc1ccccc1)Oc1ccccc1[N+](=O)[O-],i,i,i,i,-0.5,i,i,i,39.3,i,i
CCOc1ccc(N(CC(=O)Nc2cc(C)ccc2C)S(=O)(=O)c2c(C)[nH]c(=O)[nH]c2=O)cc1,i,i,i,i,0.3,i,i,i,14.0,i,i
CCn1c(C)nc2cc(NC(=O)Nc3cccc(C(C)=O)c3)ccc21,i,i,i,i,-3.6,i,i,i,14.5,i,i
CCOC(=O)c1c(C)[nH]c(C(=O)COC(=O)[C@H](C)NC(=O)c2ccccc2Cl)c1C,i,i,i,i,2.1,i,i,i,17.2,i,i
O=C(c1ccc2c3n(nc2c1)-c1ccc(Cl)cc1CO3)N1CCOCC1,i,i,i,i,2.4,i,i,i,10.2,i,i
COc1cccc(C2c3[nH]c4ccccc4c3CCN2Cc2cnc(C)s2)c1OC (stereo unspecified),i,i,i,i,0.4,i,i,i,24.9,i,i
O=[N+]([O-])c1cccc(S(=O)(=O)Nc2ccc(-c3ccc(N4CCOCC4)nn3)cc2)c1,i,i,i,i,0.4,i,i,.,10.6,7.78*,i
Cc1cc(C)n(CC(O)COc2ccccc2C)n1 (stereo unspecified),i,i,i,i,.,i,i,.,8.1,i,i
Cc1cc(C)n(CC(=O)Nc2cccc(C(F)(F)F)c2)n1,i,i,i,i,0.1,i,i,i,6.9,i,i
O=C(Nc1ccn(Cc2c(F)c(F)c(F)c(F)c2F)n1)c1cccc(Cn2cc([N+](=O)[O-])cn2)c1,i,i,i,i,0.3,i,i,i,11.8,i,i
COc1cccc(NC(=O)COc2ccccc2)c1,i,i,i,i,1.7,i,i,i,-32.6,i,i
COc1ccccc1C(=O)NNC(=O)C1CCN(C(=O)OC(C)(C)C)CC1,i,i,i,i,0.0,i,i,i,-5.3,i,i
Nc1ccccc1SCc1ccccc1,i,i,i,i,1.5,i,i,i,7.6,i,i
Cc1cc(Cn2nc(-c3ccccc3)cc2C(=O)NCc2cccc(Br)c2)on1,i,i,i,i,-0.2,i,i,i,27.4,i,i
O=C(Nc1ccc(S(=O)(=O)N2CCCC2)cc1)c1cccs1,i,i,i,i,0.3,i,i,i,13.1,i,i
CCn1cc(C(=O)NCc2ccncc2)c(=O)c2cc(F)c(N3CCN(C(=O)c4ccco4)CC3)cc21,i,i,i,i,-1.2,i,i,i,24.3,i,i
N#Cc1c(N2CCOCC2)nsc1-c1ccc(C(F)(F)F)cc1,i,i,i,i,3.2,i,i,i,7.0,i,i
CCC(C)c1ccccc1NC(=O)C1CCCO1 (stereo unspecified),i,i,i,i,-0.2,i,i,i,5.2,i,i
CCCN1CCN(CCNC(=O)Nc2ccccc2Cl)CC1,i,i,i,i,0.9,i,i,i,-6.9,i,i
COc1ccc(CCNC(=O)C/C(C)=N/NC(=O)Cc2cccc3ccccc23)cc1OC,i,i,i,i,0.0,i,i,i,3.0,i,i
O=C(Oc1ccc2ccc(O)cc2c1)C1CCCCC1,i,i,i,i,-0.7,i,i,i,30.1,i,i
Cc1cc(C)cc(N(CC(=O)Nc2cccc(C)n2)S(=O)(=O)c2c(C)noc2C)c1,i,i,i,i,.,i,i,.,26.1,i,i
